MBNL1 CUG block: blocks human MBNL1 binding to CUG repeat RNA; AID 2675; Potency, µM (series often up to 57.5 µM), for inactives: at the highest dose activity change, negative = inhibition, hits mostly inhibitors; Q9NR56; 0.036% of 280,000 active; TR-FRET MBNL1-His/biotin-(CUG)12 binding, 665/545 ratio; active = well fitted inhibition curve with a large enough effect in the signal ratio, with a control signal flat, not every such curve was filed as active; inconclusive = small, poorly fitted or top-dose-only effect, or effect the other way, or a change in a side signal; inactive = no such curve, though single readings can be large or run the other way; the % refers to the signal ratio; also: potency is read from the fitted curve at half-maximal effect; % is scaled to controls: 0 for no effect and ±100 for the full control effect
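His-tagged MBNL1 binding to biotinylated (CUG)12 RNA was measured by TR-FRET using terbium anti-His antibody (0.055 ng/ul final) and streptavidin-XL665 (5 nM final). Compounds were titrated 92 nM to 58 uM; 60 min at room temperature.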
GALK inh: blocks human galactokinase activity. Potency, µM (doses to about 57.5 µM), without a hit: at the highest dose activity change, negative = inhibition, hits mostly inhibitors. Purified GALK, Kinase-Glo residual ATP luminescence. 0.007% of 270,000 active; also: potency is read from the fitted curve at half-maximal effect; % is scaled to controls: 0 for no effect and ±100 for the full control effect
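ATP-depletion format; final 35 uM ATP, 100 uM D-galactose, 5 nM enzyme; pH 8.0 HEPES/Mg2+ buffer; 60 min RT; luminescence read 10 min after detection reagent.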
BCR signal inh: inhibitors of chronic active B-cell receptor signaling | ABC-DLBCL IkBa-CBG/CBR reporter, luminescence ratio, 4 h | Potency, µM (highest dose often 46.1 µM), without a hit: top-dose ratio change, negative = lower green/red ratio, usual class: inhibitors | 0.05% of 340,000 active | AID 493014; active = well fitted inhibition curve with a large enough effect in the signal ratio, with a control signal flat, not every such curve was filed as active; inconclusive = small, poorly fitted or top-dose-only effect, or effect the other way, or a change in a side signal; the % refers to the signal ratio;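 also: potency is read from the fitted curve at half-maximal effect; plate controls were basal doxycycline-induced cells for no effect and cells given 10 µM MG132 for full effect; MG132 reads +100%, hits lower the ratio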
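Concentration-response series (up to 46 uM) were applied to TMD8 dual-reporter cells for 4 h at 37C with doxycycline. Green/red ratio, after filter-overlap correction, defined %Activity; red signal alone was normalised to basal cells and zero luminescence.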
Mito fusion yeast: blocks mitochondrial division or promotes mitochondrial fusion; S. cerevisiae fusion-defective mutant growth rescue, CellTiterGlo 48 h; Potency, µM (top dose mostly 46.1 µM), for the others: at the highest dose growth rescue (activation), actives largely listed as activators; 0.23% of 320,000 active; AID 485298;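 also: potency is read from the fitted curve at half-maximal effect; % of control where 0% means no effect; nearly all actives have a fitted effect of over 45% in size; temperature-sensitive fusion mutants such as fzo1-1 at 37 °C on non-fermentable ethanol glycerol medium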
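S. cerevisiae fusion-defective temperature-sensitive mutants (e.g. fzo1-1, mgm1-5) grown 48 h at 37C in YPEG (ethanol/glycerol non-fermentable) medium with 23 nl compound per well; growth rescue read as CellTiterGlo luminescence.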
USP2a block: inhibitors of human ubiquitin-specific protease USP2a | Potency, µM (series often up to 38.3 µM), for the others: top-dose activity change, negative = inhibition, actives largely listed as inhibitors | 0.01% of 330,000 active | O75604 | USP2 core, Ub-CHOP2 coupled fluorogenic reporter, 485/531;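 also: potency is read from the fitted curve at half-maximal effect; plate controls were DMSO wells for no effect and full inhibition by NEM control for full effect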
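Cell-free coupled assay: 10nM USP2 core preincubated 30min RT with compound in Tris-HCl pH 8.0/CaCl2/CHAPS buffer, then 25nM Ub-CHOP2 and 25nM reporter substrate; fluorescence (Ex 485/Em 531) read after 60min RT, normalized to NEM inhibition, concentration-response curves fitted.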
Eya2 phos inh: inhibitors of human Eya2 phosphatase activity | recombinant Eya2, OMFP fluorescence dephosphorylation (OMFP is methylfluorescein phosphate) | 0.006% of 330,000 active | O00167 | Potency, µM (doses to about 76.9 µM), without a hit: top-dose activity, negative = inhibition, hits mostly inhibitors; also: potency is read from the fitted curve at half-maximal effect; % is scaled to controls: 0 for no effect and ±100 for the full control effect
Target sequence (O00167 whole entry, looked up): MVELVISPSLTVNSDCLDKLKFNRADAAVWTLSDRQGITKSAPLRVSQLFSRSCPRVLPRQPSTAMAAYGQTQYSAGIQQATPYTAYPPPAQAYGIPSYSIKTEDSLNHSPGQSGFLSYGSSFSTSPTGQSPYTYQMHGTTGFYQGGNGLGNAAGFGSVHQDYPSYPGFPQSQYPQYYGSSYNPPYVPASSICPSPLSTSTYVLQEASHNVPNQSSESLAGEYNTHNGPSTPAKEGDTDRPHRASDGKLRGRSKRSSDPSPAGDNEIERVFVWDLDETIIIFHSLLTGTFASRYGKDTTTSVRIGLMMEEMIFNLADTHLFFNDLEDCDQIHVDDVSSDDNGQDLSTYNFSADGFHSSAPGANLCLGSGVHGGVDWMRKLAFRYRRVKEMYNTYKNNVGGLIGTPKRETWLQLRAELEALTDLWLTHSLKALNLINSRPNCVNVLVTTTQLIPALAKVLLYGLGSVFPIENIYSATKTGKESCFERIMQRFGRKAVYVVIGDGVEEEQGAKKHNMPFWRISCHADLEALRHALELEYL
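Eya2 protein (added as 0.2 uM solution) was preincubated with compound for 10 min at ambient temperature in 50 mM HEPES pH 7.5, 50 mM NaCl, 5 uM MgCl2, 0.05% BSA, 1 mM DTT. OMFP (added at 50 uM) then reacted 10 min; fluorescence read at 485/525 nm.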
PKM2 activator: activators of human pyruvate kinase M2 | P14618 | Potency, µM (doses to about 57.5 µM), without a hit: top-dose activation, usual class: activators | 0.34% of 260,000 active | purified PKM2, Kinase-Glo ATP luminescence, activation; response scale: 0% is enzyme alone, no compound; also: potency is read from the fitted curve at half-maximal effect; % is scaled to controls: 0 for no effect and ±100 for the full control effect; nearly all actives have a fitted effect of over 55% in size
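hPK-M2, >95% pure; 0.1 mM ADP / 0.5 mM PEP final; imidazole pH7.2 buffer w/ 7 mM MgCl2, 50 mM KCl; 1 h RT; Kinase-Glo lum. Intermediate enzyme activity for dual inhibitor/activator qHTS.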
S-ASM inh: inhibitors of human secretory acid sphingomyelinase; Potency, µM (series often up to 57.5 µM), for inactives: top-dose activity change, negative = inhibition, actives largely listed as inhibitors; placental ASM, HMU-PC fluorogenic substrate, 60 min; P17405; 0.006% of 340,000 active; also: potency is read from the fitted curve at half-maximal effect
Target sequence (P17405 47-631 limits assumed): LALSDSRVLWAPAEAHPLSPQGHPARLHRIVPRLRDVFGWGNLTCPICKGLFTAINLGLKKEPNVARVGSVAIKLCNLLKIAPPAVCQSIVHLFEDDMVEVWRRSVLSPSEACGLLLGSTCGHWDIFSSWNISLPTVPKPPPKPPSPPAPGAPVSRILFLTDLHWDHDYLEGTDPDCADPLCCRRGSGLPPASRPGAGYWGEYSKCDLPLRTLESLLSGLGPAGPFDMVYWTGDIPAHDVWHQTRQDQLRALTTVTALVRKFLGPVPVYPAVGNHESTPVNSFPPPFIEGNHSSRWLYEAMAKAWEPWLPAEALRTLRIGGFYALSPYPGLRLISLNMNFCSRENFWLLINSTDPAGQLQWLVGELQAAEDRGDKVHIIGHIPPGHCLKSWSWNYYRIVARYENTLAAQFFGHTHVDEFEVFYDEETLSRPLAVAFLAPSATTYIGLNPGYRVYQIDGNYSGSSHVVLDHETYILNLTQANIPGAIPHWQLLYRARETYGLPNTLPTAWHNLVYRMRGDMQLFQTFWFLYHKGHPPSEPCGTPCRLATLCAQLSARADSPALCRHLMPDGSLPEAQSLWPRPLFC
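Human placenta-derived ASM enzyme was preincubated with compound for 10 minutes at room temperature, then given fluorogenic substrate HMU-PC0 (9 uM final) for 60 minutes at 37 °C; a pH 10 stop preceded fluorescence reading at Ex 386/Em 447 nm.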
hERG WT inh: blocks the wildtype human KCNH2 potassium channel; U2OS, BacMam KCNH2, thallium flux FluxOr; hits give low values; Q12809; AID 720551; activity change, % at 1.84 µM; 0.37% of 340,000 active;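 active = maximum activity change below -70%; inconclusive = maximum activity change between -70% and -50%; inactive = maximum activity change above -50%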; also: % is scaled to controls: 0 for no effect and ±100 for the full control effect
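U2OS cells transduced with wild-type KCNH2 virus are loaded with FluxOr dye for 45 min, and thallium flux is measured in kinetic reads before and after stimulation buffer. Rate constants are normalized to DMSO controls.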
TSHR antag: blocks TSH signaling through the human TSH receptor; 0.2% of 330,000 active; P16473; TSHR-expressing cells, TSH-stimulated cAMP HTRF, 2 h; hits give low values; activity change, negative = inhibition, % at 11.5 µM;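 active = activity change below a set negative limit, meaning inhibition stronger than a set level, cut at about -70% in these data; inconclusive = activity change between two set negative limits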; also: % is scaled to controls: 0 for no effect and ±100 for the full control effect
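Freshly harvested TSHR cells receive pin-tooled compound, then EC80 TSH at 4nM final. After 2 hours at 37 deg C, antibody in lysis buffer and cAMP-d2 are added; 30 minutes at ambient temperature precede the HTRF read.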
Menin-MLL TR inh: inhibitors of human menin-MLL interaction, mutant MLL peptide; O00255; Menin + Texas Red MLL mutant peptide, fluorescence polarization; Potency, µM (top dose mostly 61.6 µM), without a hit: top-dose FP activity change, negative = inhibition, hits mostly inhibitors; 0.23% of 270,000 active; active = well fitted inhibition curve with a large enough effect in the polarisation, with a control signal flat, not every such curve was filed as active; inconclusive = small, poorly fitted or top-dose-only effect, or effect the other way, or a change in a side signal; inactive = no such curve, though single readings can be large or run the other way; the % refers to the polarisation; also: potency is read from the fitted curve at half-maximal effect; % of control where 0% means no effect; many of its hits are not listed in these tables
An asterisk follows results filed as active; ? = inconclusive; . = not tested or not shown; [ ] = dose if it differs, or a comment. Unless noted, calls follow the shape of the dose curve; as a rule, active = well fitted curve in the direction sought with a large enough effect; inconclusive = small, poorly fitted or top-dose-only effect, or another doubt; inactive = no such curve, though single readings can be large; an effect the other way counts as inactive or inconclusive. This is a subset; the hit share may differ from the screen's.

SMILES	MBNL1 CUG block	GALK inh	BCR signal inh	Mito fusion yeast	USP2a block	Eya2 phos inh	PKM2 activator	S-ASM inh	hERG WT inh	TSHR antag	Menin-MLL TR inh
Cc1ccc(NC(=O)CSc2nc3c(c(=O)[nH]2)CN(Cc2ccc(F)cc2)CC3)cc1C	-5%	0%	11%	-8%	3%	-1%	-3%	-4%	0	8	0%
CC(C)OC(=O)c1c(NS(=O)(=O)c2ccccc2)sc2c1CCCC2	-4%	0%	19%	22%	-1%	1%	-9%	-2%	4	-13	21%
CCCN1CNC(=S)N(c2ccc(C(=O)OCC)cc2)C1	5%	0%	-17%	-2%	1%	7%	-7%	-4%	-14	-4	3%
CC(Oc1ccccc1)c1nnc(SCC(=O)NC2CC2)n1C (stereo unspecified)	-13%	5%	6%	5%	-7%	-8%	-8%	-3%	4	25	.
CC(=O)Nc1ccc(OC(=O)Oc2ccc(NC(C)=O)cc2)cc1	-1%	-1%	0%	-40%[inhibitor]	16%	?	11%	0%	-14	10	?
O=C(Cn1cnc([N+](=O)[O-])c1)Nc1ccccc1C(F)(F)F	8%	3%	-1%	-2%	-2%	-7%	-1%	2%	-74*	2	1%
CCOc1ccc(N(CC)C(=O)COc2cc(=O)n(C)c3ccccc23)cc1	-1%	0%	-23%	1%	-1%	-22%	3%	3%	-1	-1	-17%
O=S(=O)(c1ccccc1)N1CCN(Cc2ccc(Cl)cc2)CC1	2%	-1%	0%	5%	-2%	-12%	-1%[11.5 µM]	-2%	3	-12	2%
Cc1nc(Nc2ccccc2)[nH]c(=O)c1CCC(C)C	-7%	0%	?	27%	1%	18%	-3%	0%	1	-5	-7%
CCOC(=O)N1CCN(C(=O)C2CC(c3cc(OC)ccc3OC)=NO2)CC1 (stereo unspecified)	8%	5%	0%	10%	-1%	-4%	-14%	-1%	-2	22	-10%
CNc1cnn(-c2ccccc2)c(=O)c1Cl	6%	-1%	-2%	0%	10%	-2%	-1%	2%	7	0	10%
COc1ccc(C(=O)C(C)OC(=O)COc2ccccc2)cc1 (stereo unspecified)	.	.	2%	.	4%	1%	.	-2%	6	-11	.
N#Cc1ccccc1CCN1C(=O)c2ccccc2C1=O	16%	3%	-4%	4%	1%	19%	-3%	-1%	-14	27	8%
O=C(NCC1CCCO1)c1ccccc1NS(=O)(=O)c1cccc([N+](=O)[O-])c1 (stereo unspecified)	.	.	0%	.	7%	-2%	.	-1%	3	.	.
CCOC(=O)c1c(C)[nH]c(C)c1C(=O)COC(=O)c1ccc(O)cc1	-5%	0%	-6%	0%	2%	-2%	7%	-1%	8	-2	8%
COc1cccc(C2=NOC(C(=O)NC(C)(C)C)C2)c1 (stereo unspecified)	4%	-1%	0%	5%	2%	5%	4%	0%	-9	-2	0%
Cc1c(Cl)cnn1CC(=O)NC1C(=O)N2C(C(=O)O)=C(CSc3nnnn3C)CSC12 (stereo unspecified)	-1%	-2%	1%	0%	0%	-8%	10%	-2%	1	-7	-13%
Cc1nn(-c2ccccc2)c(C)c1CNC(=O)c1ccc(S(=O)(=O)NCc2ccco2)cc1	.	.	?	.	-1%	5%	.	-2%	1	-1	.
O=C(COC(=O)c1cc([N+](=O)[O-])ccc1N1CCOCC1)NC1CCCCC1	.	.	?	-12%	-1%	-32%	.	-3%	6	-3	.
O=C(O)C1C2C=CC(C2)C1C(=O)NCCCn1ccnc1 (stereo unspecified)	-5%	7%	-1%	5%	3%	2%	-5%	0%	1	-1	11%
CCc1cccc(NC(=O)CCCn2nc(C)c3c(C)n(-c4ccccc4)nc3c2=O)c1	-4%	-3%	-6%	4%	1%	-25%	.	-1%	2	3	.
CCCSc1ccc([C@H]2N[C@@](C)(C(=O)OC)[C@H]3C(=O)N(C)C(=O)[C@@H]23)cc1	.	.	3%	-2%	1%	-17%	.	4%	4	-5	.
O=C(CNC(=O)c1ccc(Cl)cc1Cl)OCCOc1ccccc1	.	.	-1%	-5%	2%	-16%	.	2%	20	-2	.
CCN(CC)CCNC(=O)Cc1c(C(=O)O)n(CC)c2ccccc12	-5%	0%	?	-4%	-1%	3%	13%	-1%	-13	1	47%[activator]
O=C(CNC(=O)c1ccc(N2C(=O)c3ccccc3C2=O)cc1)OCC(=O)c1ccc(Cl)cc1	.	3%	2%	-5%	5%	-3%	-2%	-7%	12	8	2%
Cc1nc2scc(C)n2c(=O)c1S(=O)(=O)NCC1CCN(Cc2ccc(Cl)cc2)CC1	-1%	-3%	14%	28%	1%	-1%	.	-2%	28	2	-4%
Cc1cccc2c1N(CCOc1ccc(C(C)(C)C)cc1)C(=O)C2=O	?	-3%	4%	-4%	0%	-6%	-2%	-17%	-1	8	-13%
O=C(O)C1CCCCC1C(=O)N1CCN(S(=O)(=O)c2ccc(F)cc2)CC1 (stereo unspecified)	-2%	0%	?	-3%	0%	9%	1%	.	2	-12	.
O=C(O)C1C2CCC(C2)C1C(=O)N1CCCC1 (stereo unspecified)	-8%	4%	0%	1%	1%	-2%	2%	3%	-8	-11	-5%
COc1ccccc1Nc1ccc([N+](=O)[O-])cc1N	.	-2%	0%	-7%	-1%	-2%	2%	-10%	-3	0	18%

SMILES	MBNL1 CUG block	GALK inh	BCR signal inh	Mito fusion yeast	USP2a block	Eya2 phos inh	PKM2 activator	S-ASM inh	hERG WT inh	TSHR antag	Menin-MLL TR inh
CC1=C(C(=O)Nc2ccc(C)cc2)C(c2ccc(C)o2)C2=C(CC(C)(C)CC2=O)N1 (stereo unspecified)	2%	-2%	25%	-3%	1%	3%	7%	50%[activator]	-10	3	-1%
COc1ccc(S(=O)(=O)N2c3cc(Cl)ccc3Oc3nc4ccccc4nc32)cc1	6%	-3%	-12%	11%	-1%	-26%	3%	19%	-8	-14	-18%
CCc1ccc(CNCCNCC(C)O)cc1 (stereo unspecified)	-5%	0%	-3%	-4%	3%	7%	3%	3%	-3	8	0%
Cc1ccc(C(=O)N(c2ccccc2)C2CC(C)N(C(=O)c3ccco3)c3ccccc32)cc1 (stereo unspecified)	-2%	-3%	12%	21%	1%	-8%	-1%	?	-10	-21	?
Clc1ccccc1CN(Cc1ccco1)Cc1nnnn1C1CCCC1	?	0%	?	?	-7%	-15%	-4%	-2%	-6	-11	0%
Cc1ccc(NC(=O)Cn2cnc3c(=O)n(C)c(=O)n(C)c32)c(C)c1	1%	0%	-12%	-4%	5%	-5%	2%	5%	5	2	-12%
COc1ccc(NC(=O)CCn2c(=O)c3cccn3c3ccccc32)c(OC)c1	-4%	-4%	0%	-1%	4%	-2%	.	0%	6	-16	.
O=c1[nH]c2cc3c(cc2cc1CN(Cc1cccs1)Cc1nnnn1Cc1ccco1)OCCO3	?	-3%	?	2%	3%	6%	?	36%	-7	-21	12%
Cc1ccc(S(=O)(=O)N2CCOCC2)cc1NS(=O)(=O)c1ccc(F)c(F)c1	.	.	0%	-5%	0%	-1%	.	2%	-4	-19	.
CCOc1ccc(NC2=CC(=O)CC(c3ccco3)C2)cc1 (stereo unspecified)	-6%	8%	4%	3%	2%	4%	-2%	3%	-1	-4	-13%
O=C(O)CCc1nn2c3ccccc3nc2n(-c2ccccc2)c1=O	14%	0%	7%	1%	3%	1%	6%	0%	-10	-7	0%
OCCCc1cn(CC2CCCCC2)nn1	6%	.	-3%	-1%	0%	1%	0%	2%	-8	13	-1%
O=S(=O)(/C=C/c1ccccc1)c1ccccc1	-5%	0%	12%	0%	0%	17%	-1%	-3%	-14	25	3%
COc1ccc(CN(Cc2ccc(C(=O)O)cc2)C(=S)Nc2cccc(C)c2)cc1OC	0%	1%	0%	14%	-6%	0%	-2%	7%	9	-1	51%[activator]
COc1ccccc1-c1oc2ccccc2c1-c1ccc2c(c1)OCO2	.	.	?	?	3%	10%	.	-3%	-1	40	.
